Bioassay records: PubChem BioAssay, several laboratories
TAAR1 agonist: agonists of human TAAR1; activation, % at 3 µM; AID 624467; CHO RD-HGA16 TAAR1, Fluo-8 calcium fluorescence; vehicle wells 0%, saturating PEA agonist 100%; Q96RJ0; hit rate 0.99% among 360,000;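 active = activation above the mean activation of all test compounds in the run plus 3 SD, cut at about 38% in these data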
Target sequence (Q96RJ0 whole entry, looked up): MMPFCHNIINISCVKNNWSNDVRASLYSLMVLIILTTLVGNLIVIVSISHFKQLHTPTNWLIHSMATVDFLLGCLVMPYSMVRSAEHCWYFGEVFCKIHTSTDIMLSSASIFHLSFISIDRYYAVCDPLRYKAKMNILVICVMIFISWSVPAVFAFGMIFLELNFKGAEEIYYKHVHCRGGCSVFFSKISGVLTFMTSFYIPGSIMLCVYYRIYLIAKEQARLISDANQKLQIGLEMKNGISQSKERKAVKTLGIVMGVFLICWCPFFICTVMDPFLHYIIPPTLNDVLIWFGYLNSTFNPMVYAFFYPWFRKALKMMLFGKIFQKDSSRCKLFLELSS
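Test system: RD-HGA16 (CHO) cells co-expressing Gα16 and hTAAR1 / Benchmarks: DMSO vehicle as 0%, PEA at EC100 as 100% / Repeats: no replicates (n 1) / Measure: % activation from peak over basal fluorescence ratio, DMSO-to-PEA scaled / Timing: 17-24 h plating, Fluo-8 75 min 37 °C, 30 min RT / Technique: kinetic Fluo-8 calcium fluorescence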
M5 ag: CHRM5 agonism in calcium assay; P08912; CHO-K1 hM5 cells, Fluo-8 calcium fluorescence; 0% DMSO wells, 100% maximal acetylcholine response; activation, % at 3 µM; hit rate 0.19% among 360,000;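 active = activation above the run's mean over test compounds plus 3 SD, cut at about 23% in these data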;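 note: signal is peak over basal fluorescence ratio across the kinetic read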
Target sequence (P08912 whole entry, looked up): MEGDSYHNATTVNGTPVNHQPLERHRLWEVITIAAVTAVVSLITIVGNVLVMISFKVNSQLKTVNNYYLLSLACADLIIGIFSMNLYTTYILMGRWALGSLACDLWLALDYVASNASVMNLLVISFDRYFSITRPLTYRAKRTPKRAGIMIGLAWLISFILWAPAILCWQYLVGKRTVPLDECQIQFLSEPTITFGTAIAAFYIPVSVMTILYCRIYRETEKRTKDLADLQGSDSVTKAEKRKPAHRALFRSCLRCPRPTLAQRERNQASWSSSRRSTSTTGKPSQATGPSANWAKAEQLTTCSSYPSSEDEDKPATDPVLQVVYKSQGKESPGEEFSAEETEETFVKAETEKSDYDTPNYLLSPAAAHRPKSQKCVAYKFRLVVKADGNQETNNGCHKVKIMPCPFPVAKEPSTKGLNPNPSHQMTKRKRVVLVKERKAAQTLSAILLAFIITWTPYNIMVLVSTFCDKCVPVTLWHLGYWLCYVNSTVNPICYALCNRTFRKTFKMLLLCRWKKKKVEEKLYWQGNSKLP
M5 antag: antagonists of human muscarinic M5 receptor (CHRM5). P08912. CHO-hM5 cells, Fluo-8 calcium fluorescence, ACh EC80. inhibition, % at 3 µM. hit rate 0.59% among 360,000. AID 624040;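 active = inhibition above a per-plate cutoff, the mean of that plate's test compounds plus 3 SD, cut at about 27% in these data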;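 note: 0% = acetylcholine EC80 with DMSO and 100% = DMSO without agonist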
M1 PAM parental: M1 PAM counterscreen hit in parental CHO-K1 cells; ATP EC20, Fluo-8 calcium fluorescence; 0% at ATP EC20, 100% at ATP max; activation, % at 3 µM; hit rate 0.02% among 360,000; AID 602247;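 active = activation above the run cutoff, the mean activation of all test compounds plus 3 SD, cut at about 40% in these data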;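 note: peak over basal fluorescence ratio in a 140 s read after ATP addition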
M5 PAM: CHRM5 positive allosteric modulation; activation, % at 3 µM; AID 624038; CHO-K1 hM5, Fluo-8 calcium, ACh EC20 PAM; 0% = ACh EC20, 100% = ACh EC100; hit rate 0.3% among 360,000; P08912;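 active = activation above the run cutoff, the mean activation of all test compounds plus 3 SD, cut at about 18% in these data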
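system = human M5 receptor in CHO-K1 cells | compound = one concentration, 3 µM final (nominal) | schedule = Post-acetylcholine fluorescence recording 140 s | signal = Fluo-8 calcium dye fluorescence, kinetic read | benchmarks = low control EC20 acetylcholine (0%), high control EC100 acetylcholine (100%) | repeats = singlicate, one well per test compound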
CRFBP-R2 agonist: CRF-BP/CRF-R2 complex agonism; HEK293 CRF-R2/CRF-BP, calcium dye fluorescence (FLIPR); percent of saturating CRF peptide response; activation, % at 13.2 µM; hit rate 0.46% among 350,000; AID 588473;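 active = activation of at least 50%, plus an integration ratio under a set limit after plate pattern correction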;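 note: plate controls were neutral control wells without compound for no effect and CRF at EC100 for full effect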
CRFBP-R2 block: CRF-BP/CRF-R2 complex antagonism. inhibition, % at 11.8 µM. HEK293 CRF-R2/CRF-BP, CRF-induced calcium fluorescence. hit rate 0.59% among 350,000;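 active = inhibition of the ligand-induced calcium signal above about 50% at the single tested concentration, limit read from the data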
M4 PAM: potentiates acetylcholine response at human M4 receptor; P08173; CHO-K1 hM4/Gqi5, Fluo-8 calcium fluorescence, ACh EC20; 0% = ACh EC20, 100% = maximal ACh; activation, % at 3 µM; hit rate 0.4% among 360,000; AID 624126;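 active = activation above its plate's cutoff, the mean activation of sample wells plus 3 SD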; note: some results filed as inactive read as strong as hits
TAAR1 antag: human TAAR1 antagonism. Q96RJ0. CHO RD-HGA16 TAAR1, Fluo-8 calcium fluorescence, antagonist. inhibition, % at 3 µM. hit rate 1.5% among 360,000;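 active = inhibition above a per-plate cutoff, the mean inhibition of test compounds on that plate plus 3 SD, cut at about 49% in these data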;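 note: 0% = DMSO plus EC80 beta-PEA response and 100% = DMSO alone without agonist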
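Material: CHO RD-HGA16 cells bearing hTAAR1; compound dosing: one-point dosing, 3 µM nominal final; schedule: dye loading 75 min at 37 °C, then 30 min room temperature; measured by: calcium fluorescence with Fluo-8; control set: vehicle and agonist controls; replication: n of 1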
An asterisk follows results filed as active; . = no result given; & = joins results of further samples. Compounds were not picked by outcome; 4.2% or so of the library scored in one or more.

Sequence of screens – TAAR1 agonist	M5 ag	M5 antag	M1 PAM parental	M5 PAM	CRFBP-R2 agonist	CRFBP-R2 block	M4 PAM	TAAR1 antag
Cc1cc(C)cc(NC(=O)c2sc3nc(C)cc(C)c3c2N)c1
→ 1.5	-0.4	-16.5	-18.8	6.0	-3.3	11.8	-2.2	-2.7
CCCCCC(=O)Nc1c2c(nc3ccccc13)CCC2
→ 2.8	-5.3	0.6	0.7	-3.0	-0.6	3.9	-3.0	-11.2
CC(=O)NC(c1ccccc1)c1nc(-c2ccc3ccccc3c2)cs1 (stereo not drawn)
→ 1.5	-1.3	1.9	8.6	1.9	.	.	4.9	-12.7
Cc1c(NC(=O)c2cc(-c3cccs3)nc3ccccc23)c(=O)n(-c2ccccc2)n1C
→ 20.2	4.3	27.1*	8.8	-19.3	1.4	17.5	-11.9	46.3
CCC(=O)N1CCc2cc(S(=O)(=O)NC(Cc3ccccc3)C(=O)Nc3nccs3)ccc21 (stereo not drawn)
→ 1.6	-1.9	2.3	-5.2	-4.9	-2.7	-13.0	-11.5	-4.7
CC(C)CC(N)c1csc(Nc2ccc(C(=O)c3ccccc3)cc2)n1 (stereo not drawn)
→ 41.0*	5.9	-2.1	-5.5	6.0	.	.	11.3	28.6
COc1ccc(OC)c(NC(=O)NC2CCCCCCC2)c1
→ -1.6	-4.9	9.4	-7.2	-6.5	-0.4	-1.1	-0.2	-14.1
COc1cccc(-c2nc(CS(=O)(=O)CC(=O)NCCCN3C(C)CCCC3C)c(C)o2)c1 (stereo not drawn)
→ -0.3	-9.0	20.7	-9.8	-7.8	0.5	-0.4	-2.6	-15.6
O=C(NCc1ccccc1)C1=C[C@H](c2ccc(C(F)(F)F)cc2)C[C@H](OCCCCO)O1
→ 0.1	1.7	10.4	-16.9	-3.6	3.6	-26.3	10.1	12.2
CCn1c(SCC(=O)N2CCCCC2)nc2c([nH]c3ccccc32)c1=O
→ 0.5	-0.8	-2.9	-4.8	1.8	-2.8	-18.3	0.1	3.2
CCOc1ccccc1OCCCC(=O)Nc1cc(S(=O)(=O)N2CCOCC2)ccc1OC
→ 2.9	3.6	-3.6	-2.2	5.9	-2.0	-1.8	-2.2	6.9
N#Cc1c(-c2ccccc2)cc(-c2ccccc2)[nH]c1=O
→ -1.0	-2.3	3.1	5.8	-4.2	1.2	10.6	2.9	-2.7
CCCn1c(N)c(C(=O)CSc2nnc(C3CC3)n2Cc2ccccc2)c(=O)n(C)c1=O
→ -2.0	-1.6	12.2	3.4	-2.8	0.2	-0.7	1.1	-9.8
CCCCCn1c(SCCC(C)C)nc2c1c(=O)[nH]c(=O)n2C
→ 9.1	-1.0	14.4	13.2	5.8	1.4	-39.2	0.8	-23.2
Cc1nnc(SCC2CCCO2)n1-c1ccccc1 (stereo not drawn)
→ 9.6	-2.7	-5.9	-1.4	7.4	-1.6	7.1	4.6	3.8
CCOc1cc(N2CCOCC2)c(OCC)cc1NC(=O)CN1C(=O)NC2(CCc3ccccc32)C1=O (stereo not drawn)
→ 0.6	-6.7	2.2	18.8	1.0	0.7	9.4	-1.2	4.6
Cc1ccc(NC(=O)c2cc(S(=O)(=O)NCC3CCCO3)ccc2F)cc1 (stereo not drawn)
→ -0.8	-0.4	-4.3	4.0	2.8	-1.4	0.9	-1.2	-12.4
Nc1nnc(CC(=O)N/N=C/c2cccc([N+](=O)[O-])c2)s1
→ 4.8	7.3	-0.2	3.6	-5.2	-0.4	14.0	18.1	5.1
CC1=NN(C(C#N)c2ccccc2O)C(C)(C)C1 (stereo not drawn)
→ 3.0	1.6	10.0	-14.6	0.3	-1.5	4.4	7.7	-14.8
CN(C)c1ncnc2c1ncn2[C@H]1CN(Cc2ccncc2)C[C@@H](CO)O1
→ 0.1	0.4	-0.7	3.0	2.5	.	.	1.0	-9.3

Sequence of screens – TAAR1 agonist	M5 ag	M5 antag	M1 PAM parental	M5 PAM	CRFBP-R2 agonist	CRFBP-R2 block	M4 PAM	TAAR1 antag
CC(C)(C)C(=O)N1CCN(c2ccc([N+](=O)[O-])cc2Cl)CC1
→ 9.5	-1.4	4.0	-6.8	-9.8	-1.0	25.9	-1.4	30.5
COc1ccc(OC)c(/C=C/C(=O)OCC(=O)N2C(C)CCCC2C)c1 (stereo not drawn)
→ 2.8	-1.3	17.4	12.9	-10.4	-3.5	-1.6	5.8	3.1
Cc1cc(COc2ccccc2OCCN2CCN(C)CC2)no1
→ 0.6	0.0	-1.3	-7.1	-0.5	5.9	13.6	5.9	5.6
CCCOc1ccc(Cc2c(O)nc(SC)[nH]c2=O)cc1
→ 2.4	-4.0	-5.6	19.3	8.9	-1.5	-17.1	5.9	-26.0
COCCNS(=O)(=O)c1cc(C)c(C)cc1C
→ 4.9	-1.8	-0.7	10.5	2.8	-1.2	15.8	-2.3	5.9
Cc1ccc2c(c1)CCCN2C(=O)CSc1ccccc1
→ -2.1	-5.9	0.9	6.7	6.5	-0.4	5.5	3.6	-26.1
CC1CCN(C(=O)CSc2nnc(-c3ccccc3F)o2)CC1
→ -1.0	-1.7	13.0	3.9	-0.5	-0.4	1.7	-2.6	12.9
COc1ccc(NC(=O)c2ccc(CNc3c(NC4CCCCC4)c(=O)c3=O)cc2)c(OC)c1
→ -0.2&1.1	-1.3&-2.2	21.7&-2.1	6.2&14.8	3.5&0.1	1.4&1.6	14.8&15.0	-5.3&-1.4	16.2&-19.5
Clc1ccccc1Oc1cnc2ccccc2n1
→ 6.1	0.7	4.5	-4.8	8.9	-0.3	0.1	-1.3	3.9
Cc1ccc(S(=O)(=O)CCC(=O)OCC(=O)N2CCc3ccccc32)cc1
→ -1.7	-5.6	16.7	-18.3	-4.5	-0.7	-10.4	-5.0	-18.9
CC(=O)N(CC(=O)N(CC(=O)O)c1ccc(Cl)cc1)c1ccc(Cl)cc1
→ 1.2	2.5	-7.6	11.3	8.9	-5.1	17.0	4.5	-8.0
Cc1cccc(Nc2nc(-c3ccncc3)cs2)c1
→ 4.3	-8.3	-5.1	14.9	-0.8	-3.3	2.4	-0.4	10.0
O=C(NCC1(c2ccccc2)CCCC1)c1ccccc1Br
→ 2.9	-4.0	0.2	-0.4	-2.9	0.8	6.9	-3.8	-5.5
COc1ccc(S(=O)(=O)N2CCCCCC2)cc1C(=O)NCCc1ccccc1
→ 0.2	-3.6	3.6	-1.5	0.5	8.0	112.1*	-6.0	10.5
CCOC(=O)COc1cc(Br)c(C2NC(=O)NC(C)=C2C(C)=O)cc1OCC (stereo not drawn)
→ 4.7	-1.3	5.0	9.8	-5.9	-1.5	19.5	7.3	2.1
Cc1nc(S/C(=C\c2ccc(-c3ccc(C(=O)O)c(Cl)c3)o2)C(=O)O)n[nH]1
→ -0.5	2.4	-0.9	23.4	3.3	5.6	11.3	-6.2	-17.8
CCN(CC)S(=O)(=O)c1ccc(C(=O)Nc2nnc(-c3ccco3)o2)cc1
→ 0.7	-0.8	0.7	-5.0	-0.1	0.1	8.2	0.9	10.3
COc1ccc(NC2CCCN(C(=O)CCOc3ccccc3)C2)cc1 (stereo not drawn)
→ -0.3	-2.3	7.1	11.9	0.8	-0.8	-1.3	1.5	-3.4
Cn1c2ccccc2c(=O)c2c(=O)n(-c3ccccc3)c(C3CCCCC3)nc21
→ 9.9	2.1	-6.2	27.5	6.0	-1.5	-18.9	7.6	-30.4
O=C(CNC1C(=O)Nc2ccccc21)Sc1ccccc1 (stereo not drawn)
→ 1.6	-0.3	-2.1	6.6	0.5	-1.4	-7.0	3.4	4.7

Copied from the list:
`CCN(CC)S(=O)(=O)c1ccc(C(=O)Nc2nnc(-c3ccco3)o2)cc1` in TAAR1 antag: 10.3
`O=C(NCC1(c2ccccc2)CCCC1)c1ccccc1Br` in M5 ag: -4.0
`Cc1nc(S/C(=C\c2ccc(-c3ccc(C(=O)O)c(Cl)c3)o2)C(=O)O)n[nH]1` in TAAR1 antag: -17.8
`Clc1ccccc1Oc1cnc2ccccc2n1` in M5 PAM: 8.9
`CCOC(=O)COc1cc(Br)c(C2NC(=O)NC(C)=C2C(C)=O)cc1OCC` (stereo not drawn) in TAAR1 antag: 2.1

(list continues)
Sequence of screens – TAAR1 agonist	M5 ag	M5 antag	M1 PAM parental	M5 PAM	CRFBP-R2 agonist	CRFBP-R2 block	M4 PAM	TAAR1 antag
Cc1c(NC(=O)CC(C)C)c(=O)n(-c2ccccc2)n1C
→ 0.3	0.1	1.8	11.0	-1.9	-2.2	18.4	4.9	-6.2
O=C(CN(CC1CCCO1)C(=O)CNS(=O)(=O)c1ccccc1)NCc1ccccc1 (stereo not drawn)
→ 7.5	-3.1	-6.9	17.8	2.4	-0.8	12.4	-0.9	11.2
O=C1NC[C@@H](c2ccccc2)OC(=O)[C@H](Cc2ccc(F)cc2)C/C=C\C[C@H]1CC(=O)N(CCO)Cc1ccccc1
→ 28.1	2.4	21.1	-13.1	-30.9	0.5	-8.8	-8.3	68.2*
COc1ccc(C(=O)N(Cc2ccccc2)c2cccc(C)c2)c(OC)c1OC
→ 2.6	-8.4	11.0	23.6	-6.9	-0.3	0.2	-3.3	-23.3
Cc1ccc(CSc2ccc3nnc(-c4ccccn4)n3n2)cc1
→ 1.9	6.1	14.2	6.0	-13.8	-0.6	-2.0	-10.2	60.9*
O=C(c1cc(-c2ccc(Cl)c(Cl)c2)on1)N1CCCCC1
→ 17.4	-1.0	0.8	9.2	-5.8	1.9	-27.6	1.6	18.6
CCOC(=O)C1CCCN(c2nc3ccccc3nc2C(C#N)C(=O)OCC)C1 (stereo not drawn)
→ 3.3	5.2	21.4	5.5	-3.8	11.6	-2.5	5.6	16.2
CCS(=O)(=O)c1nc(S(=O)(=O)c2ccc(Cl)cc2)c(N2CCC3(CC2)OCCO3)s1
→ 3.1	-2.7	23.9	-0.8	-8.5	-3.1	-5.0	-12.6	9.0
C[C@@H]1COC(=O)[C@H](CC(=O)OC(C)(C)C)C/C=C\C[C@@H](CC(=O)N(CCO)Cc2ccccc2)C(=O)N1
→ 3.7	5.7	11.8	4.7	1.6	0.2	11.0	10.9	-7.1
CCn1c2ccccc2c2cc(NC(=O)CSc3nnnn3-c3ccccc3)ccc21
→ 3.6	2.0	1.5	4.4	0.6	0.5	-10.0	8.2	-6.1
COc1ccccc1NC(=O)N1CCCC1C(=O)NCc1cccs1 (stereo not drawn)
→ -0.3	-1.9	10.6	-16.2	-2.3	0.2	-1.2	-4.5	-4.3

Among those listed so far, these contain a tert-butyl group:
Sequence of screens – TAAR1 agonist	M5 ag	M5 antag	M1 PAM parental	M5 PAM	CRFBP-R2 agonist	CRFBP-R2 block	M4 PAM	TAAR1 antag
CC(C)(C)C(=O)N1CCN(c2ccc([N+](=O)[O-])cc2Cl)CC1
→ 9.5	-1.4	4.0	-6.8	-9.8	-1.0	25.9	-1.4	30.5
C[C@@H]1COC(=O)[C@H](CC(=O)OC(C)(C)C)C/C=C\C[C@@H](CC(=O)N(CCO)Cc2ccccc2)C(=O)N1
→ 3.7	5.7	11.8	4.7	1.6	0.2	11.0	10.9	-7.1
